Screening data deposited in PubChem by Small Molecule Screening Facility, UW Madison.
PriA SSB inh – blocks PriA binding to SSB C-terminal tail | AlphaScreen SSBct-PriA binding, biotinylated peptide | inhibition, % at 33 µM | hit rate 0.6% among 430,000 | AID 1272365; in the data active = inhibition mostly above about 37%, no sharp cut-off; inactive = mostly below about 20%;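 also: plate controls were negative control peptide for no effect and reference peptide for full effect; strong numbers were not always called active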
An asterisk follows results filed as active; & = joins results of further samples.

Molecule	PriA SSB inh
Cc1[nH]c2nc3c(c(=O)n(C)c(=O)n3C)n2c1C	-7
CNS(=O)(=O)c1ccc(N)cc1	6
COc1ccccc1CNC(=O)CSc1ncc(-c2ccc(Cl)cc2)n1C	7
COc1cc2c(cc1OC)CN(C(=O)c1ccc(CNS(=O)(=O)c3c(C)c(C)cc(C)c3C)cc1)CC2	14
Cc1ccc(/C=C(\C#N)C(=O)Nc2ccccc2O)o1	9
Brc1ccc(C2NCCn3cccc32)cc1 (stereo not drawn)	37
COc1cc(C=NNC(=O)C(N)=O)cc(OC)c1O	12
NC(=O)c1c(NC(=O)c2ccc(Cl)cc2)sc2c1CCCC2	-8
COc1ccc(C)c2sc(N(Cc3ccccn3)C(=O)c3ccc(Br)s3)nc12	-6
O=C(NC1CCC(Oc2ccccn2)CC1)c1ccco1 (stereo not drawn)	-8

The final six records of the part above open the next one:
Molecule	PriA SSB inh
Cc1ccc(/C=C(\C#N)C(=O)Nc2ccccc2O)o1	9
Brc1ccc(C2NCCn3cccc32)cc1 (stereo not drawn)	37
COc1cc(C=NNC(=O)C(N)=O)cc(OC)c1O	12
NC(=O)c1c(NC(=O)c2ccc(Cl)cc2)sc2c1CCCC2	-8
COc1ccc(C)c2sc(N(Cc3ccccn3)C(=O)c3ccc(Br)s3)nc12	-6
O=C(NC1CCC(Oc2ccccn2)CC1)c1ccco1 (stereo not drawn)	-8
O=C(CSc1nc(=O)n(CCCN2CCOCC2)c2c1CCC2)Nc1ccccc1	-7
O=C(NN=Cc1cccc(O)c1)NN=Cc1cccc(O)c1	27
O=C(CN1CCN(S(=O)(=O)c2ccc(Br)cc2)CC1)NN=Cc1cccs1	3
CC1=CC(=C(C#N)C#N)C=C(c2ccccc2)N1Cc1ccccc1	-1
COc1ccccc1N1CCN(C(=O)N[C@H]2CC(=O)N(c3ccc(F)cc3)C2)CC1	-7
O=S(=O)(N=C(c1ccc(Cl)cc1)N1CCOCC1)c1ccc(Cl)cc1	2
COC(=O)c1sccc1S(=O)(=O)NCC1CCN(C(=O)c2cccn(C)c2=O)CC1	-12
CCN1CCN(c2nc3ccc(OC(=O)c4ccc(F)cc4)cc3s2)CC1	-19
CC(=O)c1sc(NC(=O)CSc2ccc(F)cc2)nc1-c1ccccc1	-5&4
COc1ccc(C(=O)Nc2nnc(-c3cccc(S(C)(=O)=O)c3)o2)cc1	6
Cc1ccc(-c2cc3c(SCC(=O)Nc4ccccc4C#N)nccn3n2)cc1	-8
CCCC(=NNC(=O)c1csc(C)c1C)c1ccc(Cl)s1	-9
COc1ccc(C(=O)NC[C@H](O)c2cccn2C)cc1F	0
O=C(Cn1ccn(-c2cccc3ccccc23)c(=O)c1=O)c1ccc(F)cc1	0
O=C(CSc1ncnc2c1nnn2-c1cccc(Cl)c1)N1CCN(c2ccccc2)CC1	-12
CCOC(=O)c1c(NC(=O)CSc2cn(CCNC(=O)c3ccc4ccccc4c3)c3ccccc23)sc2c1CCC2	7
Cc1c(OC(=O)N2CCOCC2)ccc2c1O/C(=C\c1ccco1)C2=O	-9
CC(C)(C)C(=O)N1CCc2ccc(NC(=O)Cc3ccc(F)cc3)cc21	10
COc1ccc(NS(=O)(=O)c2cccc(C(=O)NN=C(C)c3ccc(-n4ccnc4)cc3)c2)cc1	-9
O=C(Cn1ncccc1=O)NCc1ccccc1Cl	-24
NC(=NOS(=O)(=O)c1ccc2ccccc2c1)c1ccncc1	6
O=S(=O)(c1ccc2c(c1)OCCO2)N1CC(c2nc(-c3cnccn3)no2)C1	9
O=C(Nc1ncccn1)[C@H]1CCCN(c2cc(-n3ccc4ccccc43)ncn2)C1	9
COC(=O)N1CCc2ccc(NS(=O)(=O)c3ccc(OC)c(Cl)c3)cc2C1	-8
Cc1ccc(-c2nc(N3CCN(c4ccccc4Cl)CC3)nc3ccccc23)cc1	-7
Cc1snc(S(=O)(=O)C(C#N)=NNc2cccc(C(F)(F)F)c2)c1C#N	22
CC1CCN(/C=C(\C#N)S(=O)(=O)c2ccc(Cl)cc2)CC1	-3
CC(C)C(=O)Nc1ccc(SCC(=O)NCc2ccco2)nn1	-7
O=C(CCCn1nc(-c2ccccc2)ccc1=O)Nc1cccc(F)c1	-13
Cc1ccc(C=NNC(=O)c2ccc3c(c2)OCO3)o1	-25
N#Cc1ccccc1NC(=O)Nc1c2ccccc2nc(=O)n1Cc1ccco1	7
Oc1ccc(C=NNc2ncnc3nc[nH]c23)cc1	-14
O=C(NCCOc1ccc2c(c1)OCO2)c1ccccc1[N+](=O)[O-]	11
Cc1ccc(C)c(S(=O)(=O)NCCOc2ccc3nnc(C)n3n2)c1	-13&0
Cc1cc(C(=O)Nc2ccc3c(c2)C(=O)N(C)C3=O)n(C)n1	-4
Cc1cc2ncc(NC(=O)c3ccccc3C(F)(F)F)cn2n1	-1
Cc1cc(C)c2sc(N(CCCN3CCOCC3)C(=O)CCSc3ccccc3)nc2c1	15
COc1ccccc1-c1nnc(NC(=O)c2sc3ccccc3c2Cl)o1	-22&-1
COc1ccc(C=NNC(=O)c2ccccc2)cc1COc1ccccc1	-10
CCN(Cc1ccccc1)c1ccc(C=NNC(=O)c2cccc(S(=O)(=O)N3CCOCC3)c2)cc1	-7
Cc1cc(C)n(CC(=O)Nc2cccc(C#N)c2)c(=O)c1C#N	-6
O=C(Cc1ccc(F)cc1)N1CCN(c2ccc3nnc(-c4ccco4)n3n2)CC1	9
O=C(CSc1nc2ccccc2c(=O)n1-c1ccc(OC(F)F)cc1)c1ccc(Cl)cc1	-20&1
Cn1cc(S(=O)(=O)Nc2nc3ccccc3nc2Nc2ccc(F)c(Cl)c2)cn1	-19
O=C(Cn1nc(-c2ccccc2)c2sc(N3CCCC3)nc2c1=O)NCc1ccc2c(c1)OCO2	-4
CS(=O)(=O)N1CCCC(C(=O)Nc2sc3c(c2C(N)=O)CCC3)C1 (stereo not drawn)	-6
C1CN2CN3CCN(CN1C3)C2	80*
Cc1csc2nc(O)c(C(=O)NCc3cccs3)c(=O)n12	2&2
CCOC(=O)c1ccc(NC(=O)CSc2nnc(CSc3nc(C)cc(C)n3)n2C)cc1	-9
Cc1cc(C)c(NC(=O)CC2CCCCN2S(=O)(=O)c2ccccc2)c(C)c1 (stereo not drawn)	15

The list goes on.
Molecule	PriA SSB inh
O=C(c1cnn2ccccc12)N1CCN(S(=O)(=O)/C=C/c2ccccc2)CC1	-11
CCOC(=O)c1sc(NC(=O)c2cc(OC)c(OC)c(OC)c2)c(C(=O)OCC)c1C	-3
O=C(Nc1cccc2ncccc12)C1CN(C(=O)COc2ccccc2F)C1	-6
O=C(COc1ccccc1F)N1CC(C(=O)N2CCn3c2nc2ccccc23)C1	-2
OC1(c2ccccc2)CC(=Nn2cnnc2)C=C1c1ccccc1 (stereo not drawn)	5
O=C(O)CCn1ncc2c1CCCC2	1
C=CCON=C(C)c1c(O)c(CC)c(-c2ccccc2)n(-c2ccccc2)c1=O	9
COc1cccc(CNC(=O)CSc2ccc(NC(=O)C(C)C)nn2)c1	-3
CCOC(=O)Cn1nc(C)c2cnn(C(C)(C)C)c2c1=O	-7
O=C1CCSCC(C(=O)Nc2nc(-c3ccco3)cs2)N1 (stereo not drawn)	-25
N#C/C(=C/c1ccccc1Br)C(N)=O	-14
O=c1cccc2n1CC1CC2CN(C(=S)NC2CCCCC2)C1 (stereo not drawn)	-12
COc1ccc(C(=O)NCC(c2ccc3c(c2)CCN3C)N(C)C)cc1OC (stereo not drawn)	10
COc1ccccc1CNC(=O)CSc1ccc(NC(=O)c2cccc(F)c2)nn1	6
CCC(=NN=C(CC)c1ccccc1)c1ccccc1	-70
COC(=O)c1ccc2c(=O)n(CC(=O)NCCC3=CCCCC3)c(=S)[nH]c2c1	-7
O=C(CCC(=O)NN=Cc1ccc(Br)s1)NCc1ccccc1	-3
CC(=NNC(=S)NC1CCCCC1)c1c(F)cccc1F	2
O=C(CSc1ncccc1C(=O)O)c1ccc2c(c1)OCO2	-3&8
COC(=O)c1sc2ccccc2c1NC(=O)CN1C(=O)c2ccccc2C1=O	-11

Some of these compounds in order of molecular weight, smallest number first:
Molecule	PriA SSB inh
O=c1cccc2n1CC1CC2CN(C(=S)NC2CCCCC2)C1 (stereo not drawn)	-12
COc1ccc(C(=O)NCC(c2ccc3c(c2)CCN3C)N(C)C)cc1OC (stereo not drawn)	10
COc1ccccc1CNC(=O)CSc1ccc(NC(=O)c2cccc(F)c2)nn1	6

(list continues)
Molecule	PriA SSB inh
Cc1cc(OC2CCN(S(=O)(=O)C3CC3)C2)cc(=O)n1C (stereo not drawn)	-3
O=C(NN=Cc1c(Cl)cccc1Cl)c1ccc(F)cc1	-8
COc1ccc(Cl)cc1NC(=O)NCC(OC)c1ccc(C)s1 (stereo not drawn)	3
Ic1cc2c(-c3ccccc3)c(-c3ccccc3)[nH]c2c2ccccc12	-2
Cn1c(C(F)(F)F)nn(CCNC(=O)C2CCN(S(C)(=O)=O)CC2)c1=O	-1
Cc1cc(C(=O)Nc2nnc(-c3ccc(S(=O)(=O)N(C)C)cc3)o2)no1	-6
Cc1ccccc1Cn1cnc2c(cnn2CCNC(=O)Cc2cccs2)c1=O	17
CN(Cc1ccco1)S(=O)(=O)c1ccc(C(=O)Nc2nnc(-c3ccc4c(c3)CCCC4)o2)cc1	8
COc1ccc(NC(=O)CC2Sc3ccccc3NC2=O)cc1Cl (stereo not drawn)	-23
COc1ccc(C(=O)NN=C(C)c2ccc(N3CCCCC3)cc2)cc1	6

More results.
structure	PriA SSB inh
CCC(=NNc1cccc(C)c1)c1cnnc(SC)n1	-7
FC(F)(F)c1ccc(Cl)c(NC(=S)NN=Cc2ccccc2Cl)c1	3
O=C(NCC1(c2ccc(F)cc2)CC1)C(=O)Nc1ccc2c(c1)OCCO2	-18
CC(C)(C)c1ccc(C(=O)NCCn2ncc3c(=O)n(Cc4cccc(F)c4)cnc32)cc1	2
CCN(CC)S(=O)(=O)c1ccc(C(=O)NCCc2ccsc2)cc1	-15
COc1cc(C=Nn2cnnc2)ccc1OC(=O)c1ccncc1	0
COc1ccc(S(=O)(=O)NCc2ccccc2)cc1N(C)S(=O)(=O)c1ccc(Cl)cc1	-6
COc1ccc(-c2cc(-c3ccc(C)c(C)c3)nc3sc(C(N)=O)c(N)c23)cc1OC	-1
CCCc1nnsc1C(=O)NCCn1ccn2nccc12	-24
CC(C)(C)NC(=O)Cn1c(-c2nnco2)cc2ccccc21	13
O=C(NCCCS(=O)(=O)N1CCc2ccccc2C1)c1ccc(F)cc1F	1
CC(=NNC(=O)CNC(=O)c1ccc2c(c1)OCO2)c1ccco1	-6
O=C(Cn1cnc2c(sc3ccccc32)c1=O)NCc1ccccc1	-12
Clc1ccc2nc(Nc3nc4cc5c(cc4s3)OCO5)sc2c1	-9&6
COc1cc(/C=C\C(=O)Nc2c(C(=O)Nc3cccc(F)c3)oc3ccccc23)cc(OC)c1OC	-8

Structures above containing a COOH group, in the order listed:
structure	PriA SSB inh
O=C(O)CCn1ncc2c1CCCC2	1
O=C(CSc1ncccc1C(=O)O)c1ccc2c(c1)OCO2	-3&8

(list continues)
structure	PriA SSB inh
O=C(O)CCc1ccc(=O)[nH]n1	-1
COc1ccc(Br)c(C(=O)NCCn2nc(-c3ccco3)n(C3CC3)c2=O)c1	2
O=C(NCCCn1nc(-c2ccncc2)ccc1=O)Nc1cc(Cl)cc(Cl)c1	8
Cn1cccc1[C@H](CNC(=O)Cc1ccc(Cl)cc1)N1CCCCCC1	0
COc1ccc(NC(=O)Nc2nc(CCC(=O)NC(C)C)cs2)cc1	-18
N#Cc1nc(-c2ccc(S(=O)(=O)N3CCOCC3)cc2)oc1NCc1ccco1	-10
CCN1C(=O)/C(=C/c2cc(OC)c(OC)cc2C)NC1=S	0
O=C(CCc1csc(NC(=O)c2ccc(F)cc2)n1)NCc1ccco1	-18
CCOC(=O)COc1ccccc1C1=NN(C(C)=O)C(c2ccc(CC)cc2)C1 (stereo not drawn)	-10
CCOC(=O)C=c1sc(=Cc2ccc(C)cc2)c(=O)n1CC(=O)NCc1ccco1	-2
O=C(NN=Cc1ccccc1OCc1ccccc1)c1cccs1	-9
O=C(c1ccc(N2CCCCC2)nn1)N(Cc1ccccc1)c1ccccn1	-19
CC(C(=O)Nc1ccc(Cl)cc1C(=O)c1ccccc1)N1CCCCC1 (stereo not drawn)	-1
COc1cc(S(=O)(=O)NCc2cccnc2)ccc1Cl	-11
COc1ccc(CCNC(=O)CC(C)=NNC(=O)COc2ccc(C)cc2Br)cc1OC	-9
Cc1cc(C)c2sc(N(Cc3ccco3)C(=O)c3cc(C)no3)nc2c1	4
O=C(Cn1cncn1)Nc1cc(N2CCOCC2)ncn1	-11
COCCn1c(-c2ccc(OC)cc2)c[nH]c1=S	2
O=C(NCc1ccc([C@@H](O)c2ccco2)s1)Nc1ccc2c(c1)OCO2	5
CC(=O)Nc1cccc(NC(=O)CSc2ccc(NC(C)=O)nn2)c1	-2
COc1cc(Nc2nc3ccc(Br)cc3c(-c3ccccc3)c2-c2cc(-c3ccccc3)c3cc(Br)ccc3n2)cc(OC)c1OC	-2
O=C(Nc1c(C(=O)Nc2ccccc2F)oc2ccccc12)c1ccccc1Cl	-4
Cc1cc(C)n(CCNc2nc3c(C)c(Cl)ccc3s2)n1	-17
COc1ccc(S(=O)(=O)NCC(c2ccsc2)N2CCCCCC2)cc1OC (stereo not drawn)	-10
Cc1ccc(CNC(=O)CSc2nnc(C)c(=O)[nH]2)cc1	-17
CCOC(=O)CCC(=O)NCCn1nc(-c2cccs2)cc1C	-5
Cc1cc(C)c2sc(NC(=O)Nc3cccs3)nc2c1	5
Cc1noc(C)c1CCC(=O)NCc1ccncc1	-5
COc1cc(C=NNc2ccccn2)ccc1OCC(C)C	4
O=C(CCSc1ccccc1)NC1CCN(c2nccs2)CC1	0
O=C(Cc1csc(SCc2ccc(F)cc2)n1)NCc1ccco1	11

An excerpt, so the mix of outcomes need not match the whole.
